HTR2A ag – mouse Htr2a agonists via beta-arrestin recruitment, primary screen, cell-based, luminescence; actives 0.66% (n = 360,000); activation, % at 7.6 µM; CHO-K1 mHTR2A beta-arrestin complementation; percent of 30 µM serotonin response; AID 624169, 2012; 5-hydroxytryptamine receptor 2A (Mus musculus), P35363;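 active means activation above a run cutoff, the mean activation of all tested compounds plus 3 SD, cut at about 14% in these data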;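 further: 0% = plate median of compound wells and 100% = 30 µM serotonin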
Target sequence (P35363 whole entry, looked up): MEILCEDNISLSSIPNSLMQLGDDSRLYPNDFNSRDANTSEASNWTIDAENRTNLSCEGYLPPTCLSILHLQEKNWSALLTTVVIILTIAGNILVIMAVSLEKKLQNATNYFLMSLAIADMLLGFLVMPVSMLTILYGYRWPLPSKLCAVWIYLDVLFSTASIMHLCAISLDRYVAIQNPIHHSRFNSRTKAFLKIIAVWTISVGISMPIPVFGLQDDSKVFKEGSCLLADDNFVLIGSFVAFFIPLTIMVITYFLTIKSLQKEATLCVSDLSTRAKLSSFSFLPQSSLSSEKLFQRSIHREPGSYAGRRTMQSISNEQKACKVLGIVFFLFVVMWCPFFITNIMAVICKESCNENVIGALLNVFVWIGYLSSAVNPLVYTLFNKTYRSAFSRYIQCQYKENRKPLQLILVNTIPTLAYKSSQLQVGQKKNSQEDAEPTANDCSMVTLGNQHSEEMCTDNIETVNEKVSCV
ABCB6 inh MLPCN – ABCB6 transporter inhibitors, primary screen, K562-ABCB6 cells, flow cytometry, MLPCN library | ATP-binding cassette sub-family B member 6 (Homo sapiens), Q9NP58 | K562-ABCB6 porphyrin accumulation, 1 h; hits give low values | fluorescence ratio to DMSO, % at 10 µM | actives 0.19% (n = 360,000);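 active means fluorescence ratio to DMSO below 75%, the collection mean minus 3 SD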;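 further: signal is porphyrin accumulated inside mitochondria; 100% equals median channel fluorescence of DMSO control wells; lower ratio means ABCB6 inhibition with less porphyrin fluorescence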
PDI inh – inhibitors of human PDI, primary screen, biochemical, turbidity, single point, plate reader; PDI insulin aggregation turbidity, A650, 90 min; inhibition, % at 10 µM; actives 0.052% (n = 350,000); AID 588391, 2011;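 active means mean inhibition across replicates of 30% or more, whatever share of single replicates reach that level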;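 further: absorbance from insulin aggregation driven by PDI reduction with DTT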
Target sequence (P07237 whole entry, looked up): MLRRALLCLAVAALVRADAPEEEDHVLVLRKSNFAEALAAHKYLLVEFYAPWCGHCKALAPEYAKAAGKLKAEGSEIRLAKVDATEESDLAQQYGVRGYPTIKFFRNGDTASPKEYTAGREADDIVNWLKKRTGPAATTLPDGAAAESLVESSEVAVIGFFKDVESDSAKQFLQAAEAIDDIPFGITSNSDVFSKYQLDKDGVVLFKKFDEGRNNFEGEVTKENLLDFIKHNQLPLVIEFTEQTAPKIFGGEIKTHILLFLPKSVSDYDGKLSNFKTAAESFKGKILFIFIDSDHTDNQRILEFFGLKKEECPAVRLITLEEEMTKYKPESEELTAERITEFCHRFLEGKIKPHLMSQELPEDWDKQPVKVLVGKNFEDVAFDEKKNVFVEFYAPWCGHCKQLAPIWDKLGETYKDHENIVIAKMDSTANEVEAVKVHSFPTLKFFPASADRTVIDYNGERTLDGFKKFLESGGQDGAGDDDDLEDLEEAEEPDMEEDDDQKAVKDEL
iPSC survival up – enhancers of single-cell hiPSC survival, primary screen, ATPlite luminescence. 100% = ROCK inhibitor wells, 0% = DMSO. survival enhancement, % at 20 µM. actives 0.044% (n = 360,000); in the data active means survival enhancement above about 18%;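 further: cells exposed to compounds for 16 hours before the ATP read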
Exocytosis inh – LAMP-1 surface exposure blockers, TALL-104 cells – cell-based, flow cytometry, MLPCN library, primary screen; actives 0.66% (n = 360,000); AID 651702, 2012; TALL-104 LAMP-1 surface exposure; cells stimulated with thapsigargin and PMA; inhibition, % at 10 µM;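 active means inhibition above about 55%, limit read from the data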
Vif inh – HIV Vif self-association inhibitors, primary screen, imaging, HEK293T, single point; HEK293T cells, Vif self-association by quenched fluorescence, 24 h; inhibition, % at 7.49 µM; actives 0.35% (n = 340,000); AID 602346, 2012; in the data active means inhibition above about 50%, passing the limit was not always enough; further: some results filed as inactive read as strong as hits
Glyco luc inh – increase of ERlucT glycosylation luciferase signal, primary screen, N-linked glycosylation inhibitor project, D54 ERlucT cells, luminescence, set 2; D54 ERlucT glycosylation luciferase reporter, 24 h; percent of 100 nM tunicamycin response; reporter increase, % at 12.5 µM; AID 588692, 2011; actives 0.23% (n = 360,000);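 active means mean luciferase reporter signal, scaled so untreated is 0 and the glycosylation-blocking control 100, at or above a set limit in every replicate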;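 further: luciferase carries N-glycosylation sites so blocking glycosylation raises the light; 0% = median of neutral control wells and 100% = median of 100 nM tunicamycin wells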
CaV13 FRET inh – Primary screen for inhibitors of IQ motif and Ca2+-dependent inactivation inhibitor domain binding in CACNA1D, Förster resonance energy transfer in living cells, …. HEK cells, CFP/YFP FRET ICDI-IQ, plate reader, 10 min; percent FRET-ratio fall versus neutral wells. inhibition, % at 12.3 µM. actives 0.098% (n = 340,000). AID 743397;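 active means mean replicate inhibition of at least 30% and at least 1% of replicates passing that level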;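 further: 0% = median of the neutral control wells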
aDG glyco up – activators of alpha-DG glycosylation, primary screen, uHTS, Pro5-aDG cells, AlphaScreen; alpha-DG glycosylation AlphaScreen (IIH6); 0% Pro5, 100% B10-LARGE cell signal; activation, % at 10 µM; actives 0.22% (n = 360,000);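 active means activation of at least 8% versus controls, or a plate z-score of at least 8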;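 further: Pro5 are CHO cells carrying HIG-tagged alpha-DG that lacks glycosylation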
H9c2 protect – cardioprotection against H2O2-induced cell death, primary screen, uHTS, H9c2 cells, ATPLite luminescence. H9c2 cardiomyocytes, H2O2 injury protection, 2 h. protection from H2O2 cell death, % at 20 µM. actives 0.63% (n = 360,000). AID 588492, 2011;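 active means compounds giving at least 50% protection of heart cells from peroxide-induced death in the single-dose screen, raw or plate-pattern-corrected value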;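 further: 0% = DMSO wells with peroxide and 100% = DMSO wells without peroxide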
The depositor's hits bear a star; · = no result given.

mol	ABCB6 inh MLPCN	HTR2A ag	aDG glyco up	PDI inh	iPSC survival up	CaV13 FRET inh	H9c2 protect	Glyco luc inh	Vif inh	Exocytosis inh
O=C(COC(=O)/C=C/c1cccc(Cl)c1Cl)Nc1ccc2[nH]c(=O)[nH]c2c1	90	5	-0.1	-2	-0.5	-5	6	0	6	0
CCOc1ccc(Br)cc1S(=O)(=O)N1CCCC1	92	4	0.1	-2	-0.4	-3	3	-1	-4	0
CC(C)(C)c1nnc(NS(=O)(=O)c2cc(Cl)ccc2Cl)s1	106	3	-0.2	3	-0.5	-3	0	1	6	2
CCOC(=O)c1c(N)sc(C(=O)OCCOC)c1C	113	-1	0.2	3	4.7	-4	-3	0	-2	-3
CC(=O)Nc1ccc(N2C(=O)CC(Sc3nccc(C)n3)C2=O)cc1 (stereo unspecified)	106	1	-0.1	-5	-0.5	-21	5	0	3	19
CCOC(=O)c1c(Nc2ccccc2N)cc(C)nc1C	100	-1	0.0	3	1.4	-4	6	8	3	2
Cc1nc2ccc(NC(=O)c3ccc(Cl)s3)cc2s1	105	2	0.1	-6	-3.2	-6	-7	-2	5	6
O=C(CSc1nc2ccccc2n1Cc1ccccc1Cl)N/N=C/c1ccccc1C(=O)O	96	0	-0.1	8	-0.6	-13	-2	-2	0	1
Cc1ccc(NC(=O)c2ccc(S(=O)(=O)NCc3cccnc3)cc2)c(C)c1	92	-4	0.2	-5	-0.3	-6	-8	-2	-1	30
CCOC(=O)C(=Cc1ccc(-n2cncn2)cc1)C(=O)OCC	103	-1	0.7	0	-1.5	-19	-20	9	-10	11
CC1(C(=O)O)CCCN1C(=O)c1ccccc1OC(F)(F)F (stereo unspecified)	106	3	0.3	-1	0.9	-8	-4	1	13	-1
CCOC(=O)C1CCNC(=O)C1=O (stereo unspecified)	245	-3	0.1	-17	2.9	-9	1	2	14	-3
C=CCn1c(SCC(=O)/C(C#N)=C(\C)N)nc2sc(C)c(C)c2c1=O	95	3	0.0	-4	-1.6	·	-7	0	·	-2
O=C(Nc1ccc2oc(=O)ccc2c1)c1ccc2ccccc2c1	94	7	0.0	-17	-0.1	-7	0	-5	-7	24
O=C(CSc1ccccc1)NCCc1ccccc1	97	-1	-0.1	12	-0.3	-4	-3	1	-3	-2
O=C(Cc1ccc(-n2c(=O)c3ccccc3n(Cc3ccccc3Cl)c2=O)cc1)NCC1CCCO1 (stereo unspecified)	99	-7	-0.1	-10	2.8	-6	2	-4	-2	2
O=c1cc(CSc2nnc(COc3cccc4ccccc34)o2)c2ccccc2[nH]1	93	-1	0.1	0	-0.5	-2	-3	0	9	-2
CCOC(=O)C1=C(CC)Nc2ccccc2N=C1N	104	0	0.3	2	-0.2	-7	0	1	-3	-3
COc1ccc(S(=O)(=O)NC(C)C(=O)Nc2cccc([N+](=O)[O-])c2)cc1 (stereo unspecified)	91	2	0.0	11	-0.3	-4	0	-1	-15	5
COc1ccc(/C=C2\CCc3ccccc3C2=O)cc1Cn1cccn1	93	-6	0.1	-5	0.9	-8	-3	-4	-8	0
O=Nc1c(O)c2ccccc2c2ccccc12	105	10	2.5	-18	-0.7	-5	-7	-23	-5	-2
S=C(NCCc1ccccc1)N1CCn2cccc2C1c1cccnc1 (stereo unspecified)	91	-5	0.6	10	-0.8	-1	-13	3	8	43
Cc1ccc(NC(=O)CC2Nc3ccccc3NC2=O)cc1Cl (stereo unspecified)	101	-6	0.3	-4	-2.6	-7	-6	14	-1	0
O=C(COC(=O)c1c[nH]c(=O)[nH]c1=O)Nc1ccccc1F	98	-3	-0.3	-3	0.7	-2	4	1	-2	-1
Cc1c(C(=O)OCCOC(C)C)[nH]c2c1C(=O)CC(c1ccco1)C2 (stereo unspecified)	104	-2	-0.1	·	-1.7	·	8	12	12	-4
CCCNC(=O)NC(C)C12CC3CC(CC(C3)C1)C2 (stereo unspecified)	101	-1	0.1	5	-1.1	-9	7	3	·	-1
Cc1ccc(S(=O)(=O)c2nc(S(C)(=O)=O)sc2N2CCC(O)CC2)cc1	103	-8	-0.3	5	0.2	-2	1	-2	2	-1
COc1cccc(NC(=O)c2nc(S(C)(=O)=O)ncc2Cl)c1	96	0	-0.3	2	-0.3	-6	-18	-15	22	14
Cc1ccc2[nH]c3c(=O)n(CCCN4CCN(C)CC4)cnc3c2c1	95	-1	0.0	-2	4.0	-6	-2	0	0	1
O=C(COC(=O)c1cc(Br)ccc1O)Nc1ccc2c(c1)OCCO2	92	8	-0.3	-6	-0.3	-2	-20	-2	0	0
COc1cccc(CNC(=O)COc2cccc3c2OC(C)(C)C3)c1	101	9	0.2	5	1.4	-2	3	-3	1	-11
CCOC(=O)c1sc(NC(=O)C2CC2)cc1C	96	11	-0.1	-1	-0.4	-6	-9	-1	·	-3
CC(C)C(NC(=O)OCc1ccccc1)C(=O)NC(Cc1c[nH]c2ccccc12)C(=O)O (stereo unspecified)	98	2	-0.1	·	-1.0	-12	-1	0	4	8
COc1cc(CNc2ncnc3c2ncn3[C@H]2CN(Cc3cccs3)C[C@@H](CO)O2)cc(OC)c1OC	101	12	1.1	-3	1.3	-7	3	6	12	-2
CNC(=O)C1CC(=O)N(c2ccc(C)cc2)C1 (stereo unspecified)	95	6	0.2	-4	0.2	-8	-1	2	-6	-1
COC(=O)CCC(=O)OC	102	1	-0.3	·	3.9	·	0	-1	1	-2
CCNc1nc(SCC(=O)OC)nc(N(C)C)n1	101	0	0.2	-3	-0.2	2	-3	1	-2	4
N#Cc1c[nH]n2c(=O)c3c(nc12)CCC3	97	1	0.0	-10	-0.5	3	3	2	-2	-2
O=C(NC1CCN(C(=O)Nc2ccccc2Cl)CC1)c1cccc(F)c1	99	-8	0.0	13	-0.4	-2	-1	0	0	0
O=C(Cc1ccccc1)N1CCN=C1SCc1ccc([N+](=O)[O-])cc1	100	-2	0.1	1	1.4	-14	8	-1	6	-1
S=c1[nH]nc(C2CCCCC2)n1/N=C/c1c(Cl)cccc1Cl	96	1	-0.1	2	-0.4	-4	-4	-1	-14	-9
COc1ccc(CCN(C)CC(O)COC(c2ccc(F)cc2)c2ccc(F)cc2)cc1OC (stereo unspecified)	100	-9	1.3	3	-0.6	-3	2	-2	-8	31
Cc1cc(C(=O)COc2ccc(C#N)cc2)c(C)n1C1CC1	99	4	-0.1	5	0.2	-4	-4	-4	0	-8
Cc1ccc(S(=O)(=O)N(C)CCCC(=O)NCc2ccc3c(c2)OCO3)cc1	96	-1	0.3	6	4.5	-5	-2	0	-2	0
CSc1ccc(C=NNc2ccc(S(=O)(=O)Nc3ccccc3C(=O)O)cc2[N+](=O)[O-])cc1	100	1	-0.2	11	-1.7	-7	2	0	-5	2
Cc1ccc(C(=O)Cn2c(-c3ccccc3)noc2=O)cc1	96	0	0.4	-1	-1.8	-7	0	-2	-2	-1
O=C(Cc1ccccc1)NNC(=O)c1ccccc1C(=O)O	97	2	-0.2	-4	-0.1	-2	7	-1	0	3
CCCC(C)NC(=O)Cc1ccc(S(=O)(=O)N2CCOCC2)s1 (stereo unspecified)	97	-3	-0.3	5	-0.3	-14	4	3	22	-10
CCCC1CC(CCc2ccccc2)OS(=O)(=O)N1 (stereo unspecified)	99	2	0.3	-2	-3.4	-4	-4	1	3	-5
CC(C)(C)NC(=O)c1cc(Cl)ccc1[N+](=O)[O-]	92	8	-0.2	3	0.8	-3	8	1	·	7
COc1ccc(Cc2nnc(NC(=O)c3ccc(F)cc3)s2)cc1OC	98	-4	0.1	-2	-0.4	-35	5	-1	-3	-2
CCCC(=O)NC(=S)Nc1cccc(C(C)=O)c1	99	4	-0.1	6	-2.3	-1	-2	4	1	9
CCc1c(O)nc(SCC(=O)c2ccccc2)n(-c2ccccc2)c1=O	93	5	0.0	0	0.6	-14	9	0	-5	18
CC(C)(C)NC(=O)C(c1ccc(-c2ccccc2)cc1)n1c(=O)c(-c2ccccc2)nc2ccccc21 (stereo unspecified)	·	-1	-0.4	·	·	-10	·	·	·	0
COc1ccc(-c2nc3ccc(Br)cn3c2CC(C)(C)C)cc1OC	100	-5	0.1	·	-1.2	-4	-5	-2	·	0
O=C(CN1c2ccccc2Sc2ccccc21)N/N=C/c1ccc(Cl)cc1	98	3	0.0	-17	0.1	-5	-8	-4	-1	1
O=C(NNC(=O)c1ccccc1-n1cccc1)c1cccc(Cl)c1	102	9	-0.2	-5	-1.7	-5	-4	-2	-5	-2
CCOC(=O)c1cc[n+](CC(=O)c2ccc(F)cc2)cc1	99	3	0.0	-14	2.5	-6	6	3	-1	-2
COc1cccc(C(C)(O)c2nc(-c3ccc(N(C)C)cc3)cs2)c1 (stereo unspecified)	90	1	0.6	-6	-2.2	-11	-10	-2	-26	1
Cc1cc(C)c(S(=O)(=O)c2ccccc2)c(=O)[nH]1	100	-5	-0.2	-1	-0.4	-4	0	3	-14	1

Continuation.
mol	ABCB6 inh MLPCN	HTR2A ag	aDG glyco up	PDI inh	iPSC survival up	CaV13 FRET inh	H9c2 protect	Glyco luc inh	Vif inh	Exocytosis inh
CCCCCCCCC(=O)c1c(OC)oc(C=O)cc1=O	95	7	0.0	1	-1.0	1	9	2	-7	-1
N#Cc1ccc(C(=O)Nc2cc(-c3ccccc3)nn2-c2ccccc2)cc1	97	-10	0.1	-10	-4.0	-11	-4	-6	3	11
O=c1[nH]c2ccccc2n1CCC1CCCCC1	100	-2	-0.1	14	-0.1	-6	-11	-6	-8	-2
CC(=O)Nc1cccc(OCC(=O)NC(C)c2ccc3ccccc3c2)c1 (stereo unspecified)	80	4	0.0	-11	-0.2	-3	-2	1	8	14
O=C(NCCc1ccc(Cl)cc1)c1cc(=O)[nH]c2ccccc12	93	-1	-0.1	1	-0.3	-4	4	1	13	1
Nc1cccc(C(=O)Nc2ccccc2Cl)c1	93	-1	0.8	2	0.4	-4	-2	-1	16	3
O=C(Nc1cccc2c1N(C(=O)c1ccco1)CCC2)c1ccco1	100	-1	0.0	2	-0.5	-4	4	-1	-7	-6
CN(C)c1ccc(C(=O)OCC(=O)Nc2cccc(S(=O)(=O)N3CCCC3)c2)cc1	91	-3	0.5	8	-0.5	-5	-7	-4	-2	5

Source: PubChem BioAssay
